AID inh: inhibitors of human activation induced cytidine deaminase; Potency, µM (series often up to 115 µM), inactives show top-dose activity change, negative = inhibition, actives largely listed as inhibitors; Q9GZX7; actives 0.32% (n = 91,000); AID deamination FRET fluorescence, UDG-coupled, 4 h; note: nearly all actives have a fitted effect of over 25% in size
Target sequence (Q9GZX7 whole entry, looked up): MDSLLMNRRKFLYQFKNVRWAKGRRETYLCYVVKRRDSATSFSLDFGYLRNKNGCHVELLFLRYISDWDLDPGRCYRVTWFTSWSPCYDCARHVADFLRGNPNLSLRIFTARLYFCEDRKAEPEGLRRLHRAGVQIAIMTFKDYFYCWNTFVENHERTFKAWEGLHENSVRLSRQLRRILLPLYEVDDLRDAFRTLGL
UDG counter: UDG inhibition counter-screen. FRET deamination/UDG coupled assay, UDG read, 4 h. actives 0.14% (n = 91,000). Potency, µM (doses to about 115 µM), for the others: top-dose activity change, negative = inhibition, usual class: inhibitors. AID 1347430; note: nearly all actives have a fitted effect of over 65% in size
Starred values were filed as active, the others as inactive; ? = inconclusive; & = joins results of further samples; [ ] = dose if it differs, or a comment. Calls come from the whole dose curve; as a rule, active = well fitted curve in the direction sought with a large enough effect; inconclusive = small, poorly fitted or top-dose-only effect, or another doubt; inactive = no such curve, though single readings can be large; an effect the other way counts as inactive or inconclusive. % is set by controls: 0 for no effect and ±100 for the full control effect; potency is the fitted concentration of half-maximal effect.

molecule	AID inh	UDG counter
CCC(CN)c1ccccc1 (stereo unspecified)	-4%	-6%
C[N+](C)(N)CCCl	6%	4%
O=S1(=O)N(Cc2ccccc2)CCCN1Cc1ccc(F)cc1Cl	-25%	15%
CCNC(=O)[C@H]1O[C@@H](n2cnc3c(N)ncnc32)[C@H](O)[C@@H]1O	-3%	-4%
O=C(Nc1ccc(OC(F)(F)F)cc1)c1cccn(Cc2ccccc2Cl)c1=O	26%	3%
N#Cc1cc2c(nc1SCC(=O)Nc1cccc(C(F)(F)F)c1)C1CCN2CC1	0%	6%
Cc1ccccc1Cn1cccc(C(=O)Nc2nc3ccccc3s2)c1=O	11%	3%
C[N+](C)(C)Cc1cccs1	7%	4%
O=[N+]([O-])c1ccc2nc(N3CCNCC3)ccc2c1	-5%	4%
NC1(c2ccccc2)CCC1	5%	4%
N#Cc1cc2c(cc1C(=O)c1cccs1)OCCO2	-5%	-8%
COc1cccc(C2SCC(=O)Nc3c2c(C)nn3C)c1OCc1ccccc1C (stereo unspecified)	-17%	-5%
CCc1ccc(N2C(=O)NC(=O)C3(Cc4cc(C)ccc4N(C)C3)C2=O)cc1 (stereo unspecified)	-3%	2%
c1cnc2c(c1)ncn2C1CCNCC1	18%	0%
O=C(Nc1ccc(Cl)cc1C(=O)c1ccccc1)c1cc(Cl)cc(Cl)c1	7%	-11%
CC(=O)c1cccc(NC(=O)c2cccn(Cc3cccc(C)c3)c2=O)c1	?	-29%
COc1cc(-c2c(C#N)c(N)nc3c2c(=O)nc2sccn23)ccc1OCc1ccccc1F	?	3%
COc1ccc2[nH]c(C)c(CCNCCC3=C(C)CCCC3(C)C)c2c1	-10%	-3%
Cc1ccc(-n2c(=O)[nH]c3ccc(Br)cc3c2=O)cc1	-7%	-19%
Cc1[nH]c2c(C(C)C)cccc2c1CCN	2%	2%
Cc1cccc2sc(NC(=O)c3cccn(Cc4ccccc4)c3=O)nc12	23%	40%[activator]
COC(CN)c1ccccc1 (stereo unspecified)	-3%	4%
COc1ccccc1OCCNc1ccc([N+](=O)[O-])c2cccnc12	11%	-2%
CCN(CC)C(=O)c1ccc(NC(=O)COc2ccc(-c3nn(C)c(=O)c4ccccc34)cc2)cc1	13%	8%
O=C(CCCN1CCC2(CC1)C(=O)NCN2c1ccccc1)c1ccc(F)cc1	-7%	0%
CNC(C)c1ccc2ccccc2c1 (stereo unspecified)	-1%	7%
CCOc1cccc(CNCCc2ccc(OC)cc2)c1	-9%	-9%
COc1ccccc1CNC(=O)C(Cl)(Cl)Cl	1%	-4%
CNC(=O)C(C)NC(=O)c1cn(Cc2ccccc2)c2ccccc12 (stereo unspecified)	2%	11%
COc1ccc(C(c2c(O)c3ccccc3oc2=O)c2c(C)n(C)n(-c3ccccc3)c2=O)cc1 (stereo unspecified)	-6%	-3%
c1ccc(CCNC2CCCCCCC2)cc1	-4%	-3%
COc1cccc2c1ccn2CC(=O)NCC1(CC(=O)O)CCCCC1	11%	12%
COc1cccc(CNCCc2cccc(F)c2)c1	3%	1%
C#C[C@]1(O)CC[C@H]2[C@@H]3CCC4=CC(=O)CC[C@]4(C)[C@H]3CC[C@@]21C	0%	5%
NCCCN1CCN(Cc2ccccc2)CC1	9%	-4%
CC(=O)[C@H]1CCC2C3CC[C@H]4C[C@H](O)CC[C@]4(C)C3CC[C@@]21C (stereo partly specified)	-3%	-2%
O=C(COc1cccc(Cl)c1)N1CCN(CCc2ccncc2)CC1	13%	40%[activator]
Cc1oc(-c2ccccc2Cl)nc1CN1C(=O)CN=C(c2ccccc2)c2cc(Cl)ccc21	-16%	2%
Cc1cccc(C)c1NC1=NCCCS1	-2%	-6%
COC1CC(OC2CCC3(C=O)[C@H]4CCC5(C)C(C6=CC(=O)OC6)CCC5(O)[C@@H]4CCC3(O)C2)OC(C)C1O (stereo partly specified)	6%	3%
O=[N+]([O-])/C=C/c1ccc2c(c1)OCO2	1%	2%
COc1cc(C=O)cc2c1OCO2	7%	2%
CC1=C(C(=O)c2ccccc2)C2(C(=O)Nc3ccc(Br)cc32)C(C(=O)OCc2ccccc2)=C(N)O1 (stereo unspecified)	81%[activator]	-11%
CCCC1=Nc2cc(C(=O)NC3CCC(C)CC3)ccc2Sc2ccccc21 (stereo unspecified)	2%	-15%
COc1cc(CN2CCN(C(=O)COc3ccccc3)CC2)cc(OC)c1O	2%	-3%
Cc1ccc(-n2c(/C=C/c3ccccc3)nc3ccccc3c2=O)cc1C	7%	-9%
O=C(Nc1ccc(Br)cc1C(=O)c1ccccc1)c1ccccc1	-14%	-8%
O=c1c2ccccc2[se]c2ccccc12	10%	11%
FC(F)(F)c1cccc(-n2nnnc2C2(N3CCCCC3)CCCCC2)c1	-15%	-10%
CN(C)c1ccc(-c2ccc(N(C)C)cc2)cc1	15%	1%
O=C(c1cn(Cc2ccccc2)c2ccccc12)N1CCC(C(=O)N2CCCCC2)CC1	-6%	-11%
NC(CCCCCP(=O)(O)O)C(=O)O (stereo unspecified)	-4%	-8%
CC(=O)Nc1ccc(NC(=O)C(C)OC(=O)c2cn(C)c3ccccc23)cc1 (stereo unspecified)	7%	-4%
O=C1C=CC(=O)C=C1	0%	5%
CCC1CN(C)CCC1(OC(=O)c1ccccc1)c1ccccc1 (stereo unspecified)	-4%	-3%
CCOC(=O)c1c(C)n(C2CCCCCC2)c2ccc(O)cc12	-3%	5%
NCC(CP(=O)(O)O)c1ccc(Cl)cc1 (stereo unspecified)	1%	0%
Cn1c(=O)n(C)c2cc(CNCCc3ccccc3)ccc21	22%	6%
CC(C)N1CCN(Cc2c[nH]c3ccccc23)CC1	11%	?
COc1ccc(C)cc1NC(=O)c1cccn(Cc2ccccc2Cl)c1=O	?	-10%

Further structures follow:
molecule	AID inh	UDG counter
CCOC(=O)c1ncn2c1[C@@H]1CCCN1C(=O)c1cc(OC)ccc1-2	-8%	5%
COc1ccc(NC(=O)CN2C(=O)CN=C(c3ccccc3)c3ccccc32)c(OC)c1	-15%	1%[57.5 µM]
CCOc1ccccc1NC(=O)c1cccn(Cc2ccccc2C)c1=O	23%	-8%
Cc1ccc(-n2c(/C=C/c3ccc(Br)s3)nc3ccccc3c2=O)cc1C	?	-9%
Oc1ccc2c3c1O[C@H]1c4[nH]c5ccccc5c4C[C@@]4(O)C(C2)N(CC2CC2)CCC314 (stereo partly specified)	-6%	1%
C=CCN1C[C@@H](C)N([C@H](c2ccc(C(=O)N(CC)CC)cc2)c2cccc(OC)c2)C[C@@H]1C	-17%	-9%
O=P1(N(CCCl)CCCl)NCCCO1 (stereo unspecified)	2%	8%
COc1ccc(CNCCc2ccc(Cl)cc2)cc1	-5%	1%
C[C@@H](N)Cc1cnc[nH]1	0%	3%
CCN(CC)C(=O)c1ccc(NC(=O)c2cc(-c3ccco3)nc3ccccc23)cc1	-11%	-5%
ClCc1cccnc1	17%	1%
COc1cccc(CC(=O)N2CCN(CC(=O)NC(N)=O)CC2)c1	0%	-5%
NC(=O)CN1CC(O)CC1=O (stereo unspecified)	8%	12%
CNC1CCc2ccccc21 (stereo unspecified)	3%	0%
Cc1ccc(Cn2cccc(C(=O)Nc3nc4ccc(C)cc4s3)c2=O)cc1	38%[activator]	-27%
C=CCN1CCN(c2cccc(C(F)(F)F)c2)CC1	-10%	-10%
CCOc1ccc(CN(CCc2ccc3c(c2)OCO3)Cc2ccc(CC)cc2)cc1	5%	-12%
CN1CCC(OC(=O)Cc2ccccc2)CC1	10%	7%
CCNC(=O)NC(=O)C(C)N1CCN(C(=O)Cc2c[nH]c3ccccc23)CC1 (stereo unspecified)	-9%	-1%
Cc1[nH]nc2c1C(c1ccc(OCC(N)=O)cc1)SCC(=O)N2 (stereo unspecified)	-7%	-11%
OCC#CC[N+]1(CC#Cc2ccccc2)CCOCC1	4%	5%
Ic1ccc(CN2CCNCC2)cc1	-3%	-1%
COc1ccc(C)cc1CCNCc1ccc(C)s1	3%	9%
CCOc1ccc2nc(NC(=O)c3cccn(Cc4ccccc4)c3=O)sc2c1	28%	42%[activator]
CCCNC(=O)c1cn(Cc2ccccc2)c2ccccc12	-1%	-3%
COc1c(/C=C(\C)[N+](=O)[O-])cc2c(c1OC)OCO2	-12%	2%
C[C@H]1O[C@@H](O[C@H]2CC[C@]3(C=O)[C@H]4CC[C@]5(C)[C@H](C6=CC(=O)OC6)CC[C@]5(O)[C@@H]4CC[C@]3(O)C2)C[C@H](O)[C@@H]1O	6%	10%
Cc1cc(OCC(=O)N2CCN(CCc3ccncc3)CC2)cc(C)c1Cl	-1%	?
C#CC1(O)CCC2C3CCC4=CC(=O)CCC4(C)C3CCC21C (stereo unspecified)	-4%	-6%
O=[N+]([O-])c1ccc(NC(c2ccccc2)c2ccccn2)c2ccncc12 (stereo unspecified)	-7%	-14%
CN1CC2(C)CNCC(C)(C1)C2O (stereo unspecified)	-1%	-1%
CN1CCC(NC2CCCC2)CC1	3%	-4%
NCC1(CC(=O)O)CCCCC1	-5%	-5%
Cc1ccc(C(C)C)c(OCC(=O)N2CCN(CCc3ccncc3)CC2)c1	1%	5%
CCOC(=O)C1=C(N)Oc2c(c(=O)oc3ccccc23)C12C(=O)Nc1ccc(Br)cc12 (stereo unspecified)	72%[activator]	-1%
Fc1ccc(F)c(C(Cl)(Cl)Cl)c1	-1%	9%
CCOCCCNC(=O)CCl	-3%	-8%
Cc1c(-c2ccc(Br)cc2)c(=O)oc2ccc(OC(=O)N(C)C)cc12	-16%	-2%
Cc1oc2cc(OCC(=O)N3CCN(C)CC3)ccc2c(=O)c1Oc1ccccc1	-11%	30%
COc1cc(C(c2c(O)c3ccccc3oc2=O)c2c(C)n(C)n(-c3ccccc3)c2=O)ccc1O (stereo unspecified)	?	-1%
CN1CCN(C(=O)COc2ccc3c(=O)c(-c4ccccc4)coc3c2)CC1	-6%	16%
COc1ccc(OCC(=O)N2CCN(Cc3cccc(OC)c3OC)CC2)cc1	2%	-3%
CNC(=O)NC(=O)COC(=O)c1cn(C)c2ccccc12	-2%	-1%
Cc1ccccc1-n1nc(C)c2c1NC(=O)CSC2c1ccc(Cl)cc1 (stereo unspecified)	-4%	27%
CC(C)(C)NCC(O)c1ccccc1Cl (stereo unspecified)	-2%	-2%
COc1ccc(OCC(=O)N2CCN(CCc3ccccn3)CC2)cc1	5%[57.5 µM]	-4%[57.5 µM]
C[C@H](N)CN1CCc2ccc(Br)cc21	2%	-5%
NCCc1ccc(S(=O)(=O)F)cc1	3%	7%
Cc1ccc(-n2nnnc2C2(N)CCCCC2)cc1	-5%	-4%
CC12CN3CN(C1)CC(C)(C3)C2=O	5%	7%
O=C(Nc1ccccc1)N(Cc1ccc2c(c1)OCO2)C1CCN(Cc2ccccc2)CC1	?	-21%
COc1ccc(C(=O)Nc2ccc(Cl)cc2C(=O)c2ccccc2)c(OC)c1	-28%	-12%
CCCN1CCC[C@@H]2Cc3[nH]ncc3C[C@H]21	-5%&2%	-8%&-3%
Cc1cc(C)c2c(CCN)c(C)[nH]c2c1	29%	-10%
O=C(Nc1ccc2c(c1)OCCO2)c1cccn(Cc2cccc([N+](=O)[O-])c2)c1=O	?	?
CC(Nc1ccc([N+](=O)[O-])c2nonc12)c1ccc(Cl)cc1 (stereo unspecified)	11%	-3%
CCC(CC)NC1CC1	-1%	-7%
NC(Cc1ccc(Cl)cc1)c1ccccc1 (stereo unspecified)	2%	12%
C[N+](C)(C)CC1CC1	3%	3%
COC1CC(OC2CCC3(/C=N/O)[C@H]4CCC5(C)C(C6=CC(=O)OC6)CCC5(O)[C@@H]4CCC3(O)C2)OC(C)C1O (stereo partly specified)	-9%	-17%

Already shown: entries from further up.
molecule	AID inh	UDG counter
CN1CC2(C)CNCC(C)(C1)C2O (stereo unspecified)	-1%	-1%
CN1CCC(NC2CCCC2)CC1	3%	-4%
NCC1(CC(=O)O)CCCCC1	-5%	-5%
Cc1ccc(C(C)C)c(OCC(=O)N2CCN(CCc3ccncc3)CC2)c1	1%	5%

New compounds follow.
molecule	AID inh	UDG counter
CC(N)Cc1cccs1 (stereo unspecified)	2%	3%
c1ccc(CCNCC2CCCCC2)cc1	-10%	-9%
COc1ccc(CCNCc2ccc(C)s2)cc1OC	1%	-3%
Cc1n[nH]c(C)c1[Se]c1c(C)n[nH]c1C	-6%	0%
CCN1CCN(c2ccc([N+](=O)[O-])c3cnccc23)CC1	19%	-17%
C=CCOC(=O)C1=C(C)OC(N)=C(C(=O)OCC)C12C(=O)Nc1ccc(Br)cc12 (stereo unspecified)	80%[activator]	-2%
CC12CCC(O)CC1CCC1[C@@H]2CC(O)C2(C)C(C3=CC(=O)OC3)CCC12O (stereo partly specified)	6%	4%

Not all compounds are listed (hit frequency here may not be typical).
